uPA surface inh – cell surface uPA generation inhibition. AID 540303. actives 0.31% (n = 330,000). Potency, µM (top dose mostly 38.3 µM), without a hit: at the highest dose activity change, negative = inhibition, hits mostly inhibitors. cell surface uPA generation assay, qHTS; active = well fitted inhibition curve with a large enough effect; inconclusive = small, poorly fitted or top-dose-only effect; inactive = no such curve, though single readings can be large or run the other way; tested in mouse RAW 264.7 cells; note: % is set by controls: 0 for no effect and ±100 for the full control effect; nearly all actives have a fitted effect of over 55% in size
NPC1 promoter act – NPC1 promoter activation | Huh7 NPC1 promoter luciferase reporter, 24 h | Potency, µM (highest dose often 9.22 µM), for inactives: top-dose activation, most hits filed as activators | actives 2.4% (n = 320,000);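 note: % of control where 0% means no effect; nearly all actives have a fitted effect of over 60% in size; reporter is driven by a mutant NPC1 promoter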
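Cells: Huh7 expressing luciferase under the NPC1 promoter, 1500/well. Seeded 2 h, compound added, incubated 24 h at 37 °C. Luciferase reagent, 10 min ambient, then luminescence.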
BRCA1 expr up – activators of BRCA1 expression. MCF7-BRCA1-FFLuc reporter, luminescence, 48 h; response scale: scaled: vehicle 0%, 10 µM genistein 100%. Potency, µM (titrated, usually from 46.1 µM), inactives show at the top dose activation, usual class: activators. actives 1.1% (n = 380,000). AID 624202; note: nearly all actives have a fitted effect of over 80% in size; some results filed as inactive show a strong effect at the top dose
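First, MCF7-BRCA1-FFLuc cells (2000/well) attach for 2 h; next, compounds are pin-added and incubated 48 h at 37 °C; finally, luciferase reagent is added and luminescence read after 15 min.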
ELG1 genotox – genotoxicity induction in ELG1-luciferase HEK293T cells | Potency, µM (series often up to 46 µM), without a hit: at the top dose activity change, positive = activation, most hits filed as activators | actives 1.3% (n = 330,000) | HEK293T ELG1-luciferase reporter, luminescence, 16 h | AID 504466; note: % of control where 0% means no effect; nearly all actives have a fitted effect of over 60% in size
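Quantitative HTS format in 1536-well plates. HEK293T ELG1-luciferase reporter cells receive test compound and are incubated 16 hr at 37 °C, 5% CO2; ONE-Glo added, 30 min room temperature, then luminescence read.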
FLuc counter – inhibits or activates purified firefly luciferase, miR-21 counter-screen; purified FLuc, Km substrates, luminescence inhibition; Potency, µM (series often up to 57.5 µM), for inactives: at the highest dose activity change, negative = inhibition, usual class: inhibitors; actives 6.9% (n = 360,000); AID 588342;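 note: plate controls were vehicle for no effect and reference inhibitor for full effect; nearly all actives have a fitted effect of over 55% in size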
Target sequence (P08659 whole entry, looked up): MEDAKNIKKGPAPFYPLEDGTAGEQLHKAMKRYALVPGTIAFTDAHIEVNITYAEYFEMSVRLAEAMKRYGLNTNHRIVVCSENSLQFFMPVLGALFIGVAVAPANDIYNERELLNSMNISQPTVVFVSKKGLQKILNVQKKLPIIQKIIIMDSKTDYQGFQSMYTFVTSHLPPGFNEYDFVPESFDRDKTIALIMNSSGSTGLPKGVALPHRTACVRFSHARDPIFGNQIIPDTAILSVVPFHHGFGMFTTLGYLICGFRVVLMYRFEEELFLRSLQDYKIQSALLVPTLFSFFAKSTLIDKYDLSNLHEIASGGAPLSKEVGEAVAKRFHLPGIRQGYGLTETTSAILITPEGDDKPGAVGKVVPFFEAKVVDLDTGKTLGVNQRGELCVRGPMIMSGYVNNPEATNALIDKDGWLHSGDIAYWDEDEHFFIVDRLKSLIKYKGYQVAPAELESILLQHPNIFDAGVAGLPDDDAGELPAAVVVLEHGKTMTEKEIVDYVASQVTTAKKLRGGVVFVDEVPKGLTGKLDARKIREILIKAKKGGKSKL
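Purified P. pyralis luciferase, 10 nM final, with Km-level 10 uM D-luciferin and 10 uM ATP in 50 mM Tris acetate pH 7.5, 10 mM Mg acetate, 0.01% Tween-20, 0.05% BSA; 6-point qHTS titration about 60 µM downward; luminescence read.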
Rab9 promoter act – activators of Rab9 promoter. Potency, µM (series often up to 9.22 µM), inactives show at the highest dose activation, negative = inhibition, actives largely listed as activators. actives 2.8% (n = 320,000). Huh7 Rab9 promoter-luciferase reporter, luminescence, 24 h; note: % of control where 0% means no effect; nearly all actives have a fitted effect of over 60% in size
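Cell-based reporter: Huh7 stable for Rab9 promoter-driven luciferase, plated in reduced-serum medium with 10% FBS at 1500 cells/well, compound-treated 24 h at 37 °C, luminescence read after 10 min reagent.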
MBNL1-CUG inh – inhibitors of human MBNL1 binding to CUG repeat RNA; Q9NR56; TR-FRET MBNL1-His/biotin-(CUG)12 binding, 665/545 ratio; Potency, µM (doses to about 57.5 µM), inactives show top-dose activity change, negative = inhibition, usual class: inhibitors; actives 0.036% (n = 280,000); AID 2675; active = well fitted inhibition curve with a large enough effect in the signal ratio, with a control signal flat, not every such curve was filed as active; inconclusive = small, poorly fitted or top-dose-only effect, or effect the other way, or a change in a side signal; inactive = no such curve, though single readings can be large or run the other way; the % refers to the signal ratio; note: % is set by controls: 0 for no effect and ±100 for the full control effect
Target sequence (Q9NR56 whole entry, looked up): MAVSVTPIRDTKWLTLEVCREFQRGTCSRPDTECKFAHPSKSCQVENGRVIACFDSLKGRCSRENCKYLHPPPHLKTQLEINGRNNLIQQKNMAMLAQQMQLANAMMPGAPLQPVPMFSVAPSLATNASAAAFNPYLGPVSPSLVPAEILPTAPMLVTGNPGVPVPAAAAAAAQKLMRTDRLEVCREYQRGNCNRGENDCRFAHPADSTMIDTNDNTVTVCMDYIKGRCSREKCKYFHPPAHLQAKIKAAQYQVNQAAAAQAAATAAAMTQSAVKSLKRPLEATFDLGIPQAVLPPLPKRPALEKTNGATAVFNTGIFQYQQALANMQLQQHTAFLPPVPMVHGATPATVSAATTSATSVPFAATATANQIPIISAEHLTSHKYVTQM
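Compound titration spanned 92 nM–58 uM against the MBNL1-His/biotin-(CUG)12 complex. After 60 min at room temperature with 5 nM streptavidin-XL665 and 0.055 ng/ul terbium anti-His, ratiometric 665/545 nm emission (Ex 340 nm) normalized to controls.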
p53 reactivation – re-activators of mutant p53. H1299 p53-A138V BP100-luciferase reporter, luminescence, 24 h. Potency, µM (top dose mostly 92.2 µM), inactives show at the highest dose activity change, positive = activation, most hits filed as activators. actives 0.063% (n = 320,000). AID 504706; note: % of control where 0% means no effect; nearly all actives have a fitted effect of over 45% in size
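p53-null H1299 cells stably carrying temperature-sensitive p53-A138V and a BP100-luciferase reporter were pinned with compounds (4-point, 1:5 series) and held 24 hrs at 37 deg C. Luminescence was read 10 min after detection reagent.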
RORgamma inh – ROR gamma (mouse) transcription inhibition | Drosophila S2 Gal4-RORgamma UAS-luciferase reporter, 20 h | Potency, µM (highest dose often 53.6 µM), inactives show top-dose activity change, negative = inhibition, hits mostly inhibitors | actives 5.4% (n = 310,000) | AID 2551; note: % is set by controls: 0 for no effect and ±100 for the full control effect; nearly all actives have a fitted effect of over 60% in size
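Schneider cells (Drosophila), stable Gal4 DBD–ROR gamma + UAS-luc; 1 hr cmpd preincubation; Cu2+ induction 700 uM final; 20 hr ambient; luminescence.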
VP16 counter – Gal4-VP16 reporter inhibition counter-screen; Drosophila S2 Gal4-VP16 UAS-luciferase, luminescence, 20 h; Potency, µM (highest dose often 53.6 µM), inactives show at the top dose activity, negative = inhibition, most hits filed as inhibitors; actives 3.5% (n = 310,000);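 note: Gal4-VP16 expression switched on by copper sulfate through the metallothionein promoter; % is set by controls: 0 for no effect and ±100 for the full control effect; nearly all actives have a fitted effect of over 50% in size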
Starred values were filed as active, the others as inactive; ? = inconclusive; . = no result given; [ ] = dose if it differs, or a comment. Unless noted, calls come from the whole dose curve; as a rule, active = well fitted curve in the direction sought with a large enough effect; inconclusive = small, poorly fitted or top-dose-only effect, or another doubt; inactive = no such curve, though single readings can be large; an effect the other way counts as inactive or inconclusive. Potency is the fitted concentration of half-maximal effect.

SMILES	uPA surface inh	NPC1 promoter act	BRCA1 expr up	ELG1 genotox	FLuc counter	Rab9 promoter act	MBNL1-CUG inh	p53 reactivation	RORgamma inh	VP16 counter
Cc1cc(C(=O)Nc2nc(C)c(C(=O)N(C)C)s2)ccc1[N+](=O)[O-]	-7%	0.35µM*	4%	2.6µM*	4.3µM*	0.45µM*	?	?	?	?
Cc1cccn2c(=O)c3cc(C(=O)N4CC(C)CC(C)C4)sc3nc12 (stereo not given)	2%	1%	-35%	8%	-3%	1%	7%	0%	-13%	-3%
CN(C)c1ccnc(Oc2ccccc2)c1C#N	0%	3%	-6%	0%	-1%	1%	-7%	2%	11%	1%
COc1ccc(C(=O)NNC(=O)CCc2nc3ccccc3c(=O)[nH]2)cc1	3%	.	0%	7%	.	.	.	9%	.	.
CC(C(=O)Nc1sccc1C(N)=O)N1C(=O)C2CC=CCC2C1=O (stereo not given)	1%	3%	-18%	0%	-3%	-3%	16%	1%	1%[10 µM]	6%
Cn1c(-c2ccc(Cl)nc2)nc2ccccc21	-2%	3%	102%	11%	?	0%[1.84 µM]	-6%	18%	-2%	-10%
C=CCn1c(CCNC(=O)c2cccs2)nnc1SCC(=O)c1cccc([N+](=O)[O-])c1	.	-1%	2%	-3%	2%	0%	?	-1%	-34%	9%
CCN(CC)S(=O)(=O)c1cccc2cccnc12	3%	0%	-1%[1.84 µM]	-1%	0%	2%	-5%	-5%	1%	3%
CCOc1ccccc1N1CC(C(=O)Nc2cc(Cl)ccc2-n2cncn2)CC1=O (stereo not given)	-7%	1%	-6%	1%	5%	-2%	.	-5%	.	.
CSc1nc2c(c(=O)n1-c1ccccc1)SCC2	.	-4%	8%	0%	0%	-13%	7%	-2%	1%	9%
CC1(C)NC(=O)N(CCOc2ccc3c(c2)CCC3)C1=O	.	-4%	11%	2%	0%	2%	0%	-4%	-2%	-3%
CCc1noc(C)c1C(=O)N1CCN(S(=O)(=O)c2c(C)c(C)cc(C)c2C)CC1	-2%	-2%	-29%	-3%	-2%	0%	.	4%	.	.
Fc1cccc(CN2CCSCC2)c1	5%	1%	0%	-1%	4%	2%	-2%	.	-33%	-8%
CCN(CC)S(=O)(=O)c1cccc(C(=O)OCC(=O)NCCN2C(=O)CSC2=O)c1	24%	-4%	-7%	2%	4%	3%	.	0%	.	.
CC(C)n1nc(C(=O)Nc2ccccc2N2CCOCC2)c2ccccc2c1=O	-7%	2%	-4%	17%	-5%	0%	.	0%	25%	-12%
Cc1cccc(C)c1N(CC(=O)N(C)Cc1ccccc1)S(C)(=O)=O	3%	3%	0%	0%	5%	0%	-3%	.	2%	2%
COc1ccc(OC)c(CNc2c(C=O)c(=O)[nH]c3ccccc23)c1	1%	0%	-23%	3%	-2%	9%	-3%	0%	26%	1%
Cc1ccc(/C(O)=C2\C(=O)C(=O)N(CC(C)O)C2c2ccccn2)cc1 (stereo not given)	2%	1%	-4%	-3%	1%	1%	-5%	3%	-12%	-7%
Cc1ccc(C2(c3ccc(C)cc3)NC(=O)N(CC(=O)NCCCN3CCCC3=O)C2=O)cc1	7%	.	150%	-2%	.	.	.	19%	.	.
CCn1c2ccccc2c2cc(NC(=O)c3ccc(Br)o3)ccc21	-3%	11%	-8%	4%	?	3%	10%	-5%	-2%	-5%
CCCCCOC(=O)Cn1c(N2CCCCCC2)nc2c1c(=O)[nH]c(=O)n2C	-4%	1%	-24%	-1%	1%	-4%	-7%	-2%	-39%	-10%
CN(C)/C=N/c1nc2nccc(-c3cccc(Cl)c3)n2n1	-8%	-1%	-7%	1%	-1%	-4%	11%	-4%	-10%	1%
COc1ccc(C(C)=O)cc1Cn1nc(C)c([N+](=O)[O-])c1C	0%	0%	-4%	-4%	-3%	-11%	-5%	-4%	32%	-5%
Cc1ccc(C23CC4CC(CC(C(=O)N5CCOCC5)(C4)C2)C3)cc1	-2%	-3%	-12%	-9%	2%	1%	-15%	0%	17%	-5%
CC1=C(C(=O)OCC(C)C)C(c2ccc(Br)s2)NC(=O)N1 (stereo not given)	-3%	-5%	-42%	-4%	3%	-8%	-2%	-5%	14%	7%

An excerpt from above in order of the p53 reactivation value, falling.
structure	p53 reactivation
Cc1ccc(C2(c3ccc(C)cc3)NC(=O)N(CC(=O)NCCCN3CCCC3=O)C2=O)cc1	19%
COc1ccc(OC)c(CNc2c(C=O)c(=O)[nH]c3ccccc23)c1	0%
CN(C)/C=N/c1nc2nccc(-c3cccc(Cl)c3)n2n1	-4%

Further entries:
SMILES	uPA surface inh	NPC1 promoter act	BRCA1 expr up	ELG1 genotox	FLuc counter	Rab9 promoter act	MBNL1-CUG inh	p53 reactivation	RORgamma inh	VP16 counter
CCC(Sc1nncn1C)C(=O)Nc1ccccc1OC (stereo not given)	3%	4%	4%	2%	0%	-7%	-11%	0%	21%	-3%
Cc1cc(N2CCOCC2)nc2ccc(NC(=S)N3CCN(c4ccccc4)CC3)cc12	-20%	-5%	33%	5%	4%	2%	9%	7%	?	8%
COc1ccc(N(CC(=O)NCc2ccc(F)cc2)C(=O)Cn2nnc(-c3ccc(C)o3)n2)cc1OC	0%	-1%	-10%	0%	1%	-2%	1%	-2%	3%	-10%
Fc1ccc(OCc2nc(-c3ccc(Br)o3)no2)c(F)c1	-16%	23%	68%	16%	17µM*	16%	13%	?	37%	12%
CCN(CC)C(=O)CN(C#N)c1nc(C)cc(C)n1	0%	-4%	13%	-2%	0%	-2%	-7%	-6%	-8%	3%
COc1ccc(N2CCN(CCCNC(=O)CN3CCN(Cc4ccccc4C)C3=O)CC2)cc1	-8%	-5%	-2%	-6%	0%	0%	0%	0%	-5%	-5%
O=C(/C=C/c1cc([N+](=O)[O-])ccc1OC(F)F)Nc1ccc(OC(F)F)cc1	3%	1%	-10%	12%	-1%	-2%	-5%	0%	-2%	1%
O=C(NCCCn1ccnc1)/C(=C\c1cccs1)NC(=O)c1ccco1	0%	-1%	19%	2%	0%	-6%	.	2%	6%	0%
CCOC(=O)[C@@H]1[C@H]2COc3ccccc3[C@@H]2N2C(=O)N(c3ccc(OC)cc3)C(=O)[C@@]12C	-16%	-2%	-17%	1%	5%	0%	1%	.	-42%	7%
Cc1ccc(N2C(=O)C(Cc3ccccc3)NC2=S)cc1 (stereo not given)	-6%	-2%	39%	0%	-16%	0%	4%	12%	?	?
O=C(O)c1ccc(Cl)c2c1C1C=CCC1C(c1ccccn1)N2 (stereo not given)	.	0%	.	2%	-23%	2%	?	?	-3%	-8%
C=CCn1c(COc2cccc3ccc(C)nc23)nnc1SCC(=O)O	1%	.	9%	.	1%	.	1%	.	-8%	-5%
CNC(=O)c1c(Br)cnn1-c1ccc(C)cc1	2%	2.8µM*	?	?	7.6µM*	3.2µM*	1%	10%	1%	6%
Cc1ccc(S(=O)(=O)N2CCOC23CCN(S(=O)(=O)c2cccs2)CC3)cc1	-1%	1%	-24%	1%	0%	-5%	.	-5%	.	.
Cn1c(CSc2ncccn2)nnc1SCC(=O)N1CCCCC1	1%	2%	2%	1%	2%	0%	0%	6%	0%	-8%
CCN1C(=O)[C@H]2[C@@H](c3ccc(-c4ccc(F)cc4)cc3)N3CCCC[C@@]3(C(=O)OC)[C@H]2C1=O	-14%	1%	-28%	-7%	-4%	-3%	.	11%	.	.
O=C1Nc2ccc([N+](=O)[O-])cc2OC1CCN1CCN(Cc2ccc3c(c2)OCO3)CC1 (stereo not given)	5%	-4%	6%	-5%	-1%	-9%	?	-11%	?	-11%
CCC(=O)Nc1ccc(Nc2nc(C)c([N+](=O)[O-])c(Nc3ccc(NC(=O)CC)cc3)n2)cc1	-9%	1%	-2%	0%	5%	-2%	?	-23%	?	-11%
COc1ccccc1NC(=S)N(CCCN1CCOCC1)Cc1cn(C)c2ccccc12	-16%	1%	-32%	-3%	-2%	-1%	3%	-14%	?	-9%
Cc1ccccc1NC(=O)c1cccc(N2C(=O)C3CCC(C)CC3C2=O)c1 (stereo not given)	4%	-5%	-14%	2%	3%	6%	1%	-5%	36%	4%
Cc1ccccc1C(=O)N1CCC(C(=O)Nc2sccc2C(N)=O)CC1	17%	-3%	-5%	-2%	1%	0%	.	-4%	.	.
CCN1CCN(C(c2ccccn2)c2c(NC(=O)c3ccccc3)sc(C)c2C)CC1 (stereo not given)	-5%	-4%	-34%	-10%	-2%	-1%	7%	-4%	-31%	-11%
CCOC(=O)c1cnc(SCC(=O)Nc2ccc(N3CCOCC3)c(Cl)c2)nc1N	.	-4%	-21%	-2%	?	-14%	-2%	-3%	18%	15%
CN(C)CCCN(C(=O)c1ccc(S(=O)(=O)N2CCCCCC2)cc1)c1nc2ccc(Br)cc2s1	-6%	-4%	-56%	11%	1%	-1%	-4%	8%	2.8µM*	18µM*
COc1ccc(CN2CCCC(CO)(Cc3ccc(F)cc3F)C2)cc1 (stereo not given)	-6%	-15%	2%	-3%	5%	-1%	-4%	1%	-18%	-5%
O=C(O)C(Cc1c[nH]c2ccccc12)NS(=O)(=O)c1ccc(Cl)cc1 (stereo not given)	10%	-3%	-13%	-3%	?	-1%	-6%	3%	-1%	9%

This is a random part of the collection, and some 13% of all compounds hit somewhere here.
